SKKanGAS inh – SKKanGAS growth inhibition | AID 1662 | 300,000 tested, 1.3% active | S. pyogenes SKKanGAS, kanamycin growth, BacTiter-Glo, 6 h | inhibition, % at 7.5 µM;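 active means mean replicate score, as percent of positive control median, at least 50; inconclusive means mean below 50 but one replicate at or above 50; inactive means mean and every replicate below 50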;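 further: strain carries kanamycin resistance gene driven by streptokinase promoter and grows in 40 µg/ml kanamycin; loss of luminescence reflects streptokinase promoter inhibition or plain growth inhibition; 0% = median of DMSO wells and 100% = positive control at its reference dose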
TRPC6 inh – mouse TRPC6 channel inhibition. Q61143. HEK293-TRPC6, membrane potential dye, ACh-evoked depolarization; active compounds read low. B-score at 10 µM. 310,000 tested, 1.1% active. AID 2553;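 active means B-score under library mean minus 3 SD, initial fluorescence not abnormally high, positive integrated signal ratio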;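 further: B-score derived from integrated fluorescence ratio over the kinetic read; more negative B-score means stronger inhibition of depolarization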
Target sequence (Q61143 whole entry, looked up): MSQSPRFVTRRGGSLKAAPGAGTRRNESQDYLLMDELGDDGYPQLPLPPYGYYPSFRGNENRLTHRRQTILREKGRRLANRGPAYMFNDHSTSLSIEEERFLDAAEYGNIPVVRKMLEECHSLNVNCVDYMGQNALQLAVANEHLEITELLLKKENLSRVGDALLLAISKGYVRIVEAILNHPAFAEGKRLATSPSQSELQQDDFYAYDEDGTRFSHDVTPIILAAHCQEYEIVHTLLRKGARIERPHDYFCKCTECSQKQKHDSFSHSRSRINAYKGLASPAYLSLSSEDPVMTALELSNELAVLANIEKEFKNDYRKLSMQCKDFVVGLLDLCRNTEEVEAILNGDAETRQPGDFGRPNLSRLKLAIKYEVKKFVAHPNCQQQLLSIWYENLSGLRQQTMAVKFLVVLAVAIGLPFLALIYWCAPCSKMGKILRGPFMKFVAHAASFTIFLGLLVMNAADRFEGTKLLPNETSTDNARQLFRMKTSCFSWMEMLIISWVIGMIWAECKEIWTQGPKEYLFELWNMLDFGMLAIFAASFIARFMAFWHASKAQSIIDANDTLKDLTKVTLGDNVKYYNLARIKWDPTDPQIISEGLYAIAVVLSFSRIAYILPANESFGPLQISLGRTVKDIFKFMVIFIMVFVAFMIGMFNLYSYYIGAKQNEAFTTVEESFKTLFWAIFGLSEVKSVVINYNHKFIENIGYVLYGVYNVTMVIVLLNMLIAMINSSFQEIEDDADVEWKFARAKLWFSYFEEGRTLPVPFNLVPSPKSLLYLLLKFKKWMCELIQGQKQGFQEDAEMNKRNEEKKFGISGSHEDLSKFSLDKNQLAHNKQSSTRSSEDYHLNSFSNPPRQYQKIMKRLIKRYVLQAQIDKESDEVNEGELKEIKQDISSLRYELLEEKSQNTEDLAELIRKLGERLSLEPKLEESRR
MrgX1 allo act – allosterically activates human MrgX1 receptor signaling; Q96LB2; MrgX1-HEK293, Fluo-4 calcium flux, FDSS; active compounds read high; B-score at 10 µM; 310,000 tested, 0.63% active; AID 588675;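 active means plate-corrected calcium response at least 3 library SD above typical, normal starting fluorescence, not activating the receptor alone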;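 further: compound read alongside a low EC10 to EC30 dose of BAM8-22 agonist; peak minus trough fluorescence over baseline measured at the second addition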
TRPC6 activator – activators of mouse TRPC6 channel; Q61143; HEK293-TRPC6 membrane potential dye fluorescence; active compounds read high; B-score at 10 µM; 310,000 tested, 0.13% active;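 active means B-score of the integrated fluorescence ratio above library mean plus 3 SD, and starting fluorescence ratio within library mean plus 5 SD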;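 further: higher score means more depolarization so channel activation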
HDAC3 inh – blocks human histone deacetylase 3. O15379. 320,000 tested, 0.15% active. inhibition, % at 8.3 µM. recombinant HDAC3, fluorogenic peptide/trypsin coupled, fluorescence; in the data active means inhibition above about 26%, passing the limit was not always enough; inconclusive means no clear call, values can overlap the other calls
TMEM16A inh – blocks the mouse calcium-activated chloride channel TMEM16A. Q8BHY3. HEK293 TMEM16A/YFP iodide influx fluorescence, ionomycin. normalized B-score (activity score, 25-100; higher = stronger inhibition) at 10 µM. 310,000 tested, 1.2% active. AID 588511;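 active means ratio plate-corrected score three or more library SD toward inhibition, starting fluorescence score within five deviations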;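 further: score derived from kinetic fluorescence span divided by baseline fluorescence per well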
RGS4 inh – inhibitors of human RGS4. HEK293 M3R/RGS4 inducible, Fluo-4 calcium flux; active compounds read high; triggered by carbachol at its EC20. 310,000 tested, 0.45% active. B-score at 10 µM. P49798;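 active means B-score, a plate-corrected calcium signal, over three deviations above library mean, with baseline fluorescence within five deviations of library mean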;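 further: RGS4 expression induced by doxycycline in cells with stable M3 receptor; B-score is computed from the integrated fluorescence ratio over baseline after carbachol; higher B-score means a larger calcium signal and so more RGS4 inhibition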
Target sequence (P49798 whole entry, looked up): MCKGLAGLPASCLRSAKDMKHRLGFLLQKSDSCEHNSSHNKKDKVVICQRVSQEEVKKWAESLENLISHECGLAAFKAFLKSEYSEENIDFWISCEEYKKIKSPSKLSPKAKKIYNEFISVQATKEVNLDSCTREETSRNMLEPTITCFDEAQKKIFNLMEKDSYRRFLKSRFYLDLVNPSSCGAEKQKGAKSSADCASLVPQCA
TMEM16A act – activators or potentiators of mouse TMEM16A chloride channel; B-score at 10 µM; HEK293 TMEM16A/YFP-H148Q/I152L, iodide quench fluorescence; active compounds read low; Q8BHY3; AID 623877; 340,000 tested, 0.3% active;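 active means fluorescence-ratio B-score plate-corrected deviation score at least 3 library SD below zero, with starting fluorescence score within 5 deviations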;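 further: channel opened by trigger with iodide after compound preincubation; score built on the fluorescence ratio of max minus min over baseline; more negative score means more quench and so TMEM16A activation or potentiation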
MrgX1 antag – antagonists of human MrgX1 receptor | Q96LB2 | MRGX1-HEK293 calcium flux, Fluo-4, BAM8-22 antagonism; active compounds read low | B-score at 10 µM | 310,000 tested, 1.3% active | AID 588676;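 active means calcium-response B-score plate-corrected more than 3 library SD below zero, starting fluorescence within 5 deviations, no agonist response on first addition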;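 further: peak minus trough fluorescence over baseline after final BAM8-22 challenge near maximal dose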
RGS4 act – RGS4 potentiation or activation. HEK293 M3R/inducible RGS4, carbachol calcium flux Fluo4; active compounds read low. B-score at 10 µM. 310,000 tested, 0.92% active. AID 463111;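 active means B-score of the integrated calcium signal more than 4 SD below the library mean, with starting fluorescence not abnormally high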;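 further: negative B-score means reduced calcium response which marks RGS4 activation or potentiation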
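Test system: HEK293 cells with stable M3R and inducible RGS4; also added: carbachol at ECmax as muscarinic agonist stimulus; schedule: dye loading 30 min 37 °C, buffer rest 30 min RT; technique: kinetic calcium fluorescence imaging with Fluo4-AM dye, 2 µM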
MrgX1 ag – agonists of human MrgX1 receptor; MrgX1-HEK293 cells, Fluo-4 calcium fluorescence, agonist mode; active compounds read high; B-score at 10 µM; 310,000 tested, 0.44% active;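 active means calcium response B-score plate-corrected fluorescence ratio at least 3 library SD, with starting fluorescence B-score inside 5 SD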
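Assay system: MrgX1-expressing HEK293 cells / Amount: fifteen thousand cells per well / Doses: test compound in the initial addition of three / Timing: cells plated overnight, dye loaded 0.5 h 37 °C, 0.5 h room temperature / Technique: kinetic calcium dye fluorescence, Fluo-4 NW / Control set: positive and negative controls per plate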
Active calls of the source: *; i = inactive; ? = inconclusive; . = not tested or not shown.

SMILES | SKKanGAS inh | TRPC6 inh | MrgX1 allo act | TRPC6 activator | HDAC3 inh | TMEM16A inh | RGS4 inh | TMEM16A act | MrgX1 antag | RGS4 act | MrgX1 ag
CCc1ccc(OCC(=O)Nc2cccc3c2CCCC3)cc1 | -14 | -5* | i | i | -2 | i | i | i | i | i | i
O=C(O)/C=C/C(=O)N1CCN(C(c2ccccc2)c2ccccc2)CC1 | -15 | i | i | i | 4 | i | i | i | i | i | i
Cn1nc(-c2ccccc2)c(-c2nc(-c3ccccc3Cl)no2)c1Cl | 13 | i | i | i | 2 | i | i | i | i | i | i
Cc1ccc(OCCCC(=O)N2CCN(S(=O)(=O)c3cccc(F)c3)CC2)cc1 | -23 | i | i | i | -2 | i | i | i | i | i | i
Cc1ccc(N(C)C(=O)c2cc(S(=O)(=O)N3CCCCC3)c[nH]2)cc1 | -4 | i | i | i | 0 | i | i | i | i | i | i
CCOC(=O)c1ccccc1NC(=S)N1CC(C)CC(C)C1 (stereo not drawn) | -2 | i | i | i | 5 | i | i | i | i | i | i
CCCN(CCC)C(=O)c1ccc2c(c1)OCO2 | -5 | i | i | i | 2 | i | i | i | i | i | i
O=[N+]([O-])c1cc(C(F)(F)F)ccc1NCC1CCCO1 (stereo not drawn) | 3 | i | i | i | -5 | i | i | i | i | i | i
O=C(Nc1ccccc1)O/N=C1/CCCc2occc21 | 1 | i | i | i | 0 | i | i | i | i | i | i
O=C(COC(=O)c1cccnc1Cl)Nc1ncc(Cl)cc1Cl | 5 | i | i | i | -3 | i | i | i | i | i | i
CCCNC(=O)C/C(C)=N/NC(=O)COc1ccc(C)cc1Br | -9 | i | i | i | 1 | i | i | i | i | i | i
CC(=O)N(c1ccccc1C)C1CCCC1 | -5 | i | i | i | 3 | i | i | i | i | i | i
CCc1nc2sc3c(c2c(=O)n1NC(=O)CCl)CCCC3 | 3 | i | i | i | 3 | i | i | i | i | i | i
S=C(NCc1ccco1)Nc1ccc(Br)cc1Cl | -7 | i | i | i | 3 | i | i | i | i | i | i
CCSc1nc(N)c(C#N)c(-c2ccccc2Cl)c1C#N | 7 | i | i | i | 15 | i | i | i | i | i | i
CC(C)(C)NC(=O)C(c1ccccc1)N(C(=O)C1CSC(=O)C1)c1ccccc1 (stereo not drawn) | -2 | i | i | i | -4 | i | i | i | i | i | i
Cc1ccc(Cc2nc(-c3ccncc3)no2)cc1 | 3 | i | i | i | -1 | i | i | i | i | i | i
CSc1cccc(NC(=S)N(CCCN2CCCC2)Cc2cccs2)c1 | -2 | i | i | i | 7 | i | i | i | i | i | i
O=C(Nc1ccccc1)Nc1nc(-c2ccc(F)cc2)cs1 | -3 | i | i | i | . | i | i | i | i | i | i
CCCC(=O)N1c2ccccc2[C@@H](N(C(C)=O)c2ccccc2)C[C@H]1C | -3 | i | i | i | 5 | i | i | i | i | i | i
Cc1cc2oc(C(=O)Nc3ccc(S(=O)(=O)Nc4onc(C)c4C)cc3)cc(=O)c2cc1Cl | 2 | i | i | i | 6 | i | i | i | i | i | i
Cc1ccc(-c2csc3nc(C)n(-n4c(C)ccc4C)c(=O)c23)o1 | 3 | i | i | i | 0 | i | i | i | i | i | i
Cc1ccc2c(c1)c(C)cc(=O)n2CCC(=O)O | 7 | i | i | i | 5 | i | i | i | i | i | i
CC(Nc1n[nH]c(=S)[nH]c1=O)C(=O)OCc1ccccc1 (stereo not drawn) | 6 | i | i | i | 8 | i | i | i | i | i | i
O=C(Nc1ccc(-c2ccc3nncn3n2)cc1)c1ccc(Br)o1 | 1 | i | i | i | -2 | i | i | i | i | i | i
CC(=O)Nc1cc(C(=O)N(C)Cc2ccco2)ccc1Sc1ccc(C)cc1 | 2 | i | i | i | 0 | i | i | i | i | i | i
O=C(Nc1cc(Br)ccc1O)c1cc(-c2ccc3c(c2)OCO3)on1 | -4 | i | i | i | -2 | i | i | i | i | i | i
CCc1nc(SCC(=O)Nc2cc(C)ccc2OC)c2c(C)c(C)sc2n1 | 0 | i | i | i | 2 | i | i | i | i | i | i
CCCc1nc2sc3c(=O)[nH]cnc3c2c2c1CCCC2 | -4 | i | i | i | 3 | i | i | . | i | i | i
Cc1ccccc1-n1c(=O)cc(N2CCCCCC2)[nH]c1=O | -2 | i | i | i | 6 | i | i | i | -6* | i | i
Cc1cccc(C(=O)NC2CCN(CC(=O)NCc3cccs3)CC2)c1 | 9 | i | i | i | -3 | i | i | i | i | i | i
N#C/C(=C\c1cn(CC(=O)O)c2ccccc12)C(=O)NCc1ccccc1 | -3 | i | i | i | 7 | i | i | i | i | i | i
COc1cccc(-n2ccnc2SCC(=O)N2CCc3ccccc32)c1 | 4 | i | i | i | 1 | i | i | i | i | i | i
CSCCC(NC(=O)c1ccccc1)C(=O)Nc1ccc(C)cc1 (stereo not drawn) | -1 | i | i | i | -2 | i | i | i | i | i | i
CCOc1ccc(/C=C2\N=C(c3cccs3)OC2=O)cc1OC | -1 | i | i | i | 15 | i | i | . | i | i | i
CCCn1cnc2scc(-c3ccc(C)cc3)c2c1=O | -10 | i | i | i | 1 | i | i | i | i | i | i
Cc1ccsc1/C=N/NC(=O)CC(=O)NCC(C)C | 1 | i | i | i | -2 | i | i | i | i | i | i
Cc1ccc(SCCNC(=O)c2ccccc2F)cc1 | 1 | i | i | i | -9 | i | i | i | i | i | i
COC(=O)Cc1c(O)ccn(Cc2ccc(Cl)c(Cl)c2)c1=O | -19 | i | i | i | -1 | i | i | i | i | i | i
CC(=O)N(C(C)=O)C1=C(C#N)C2(CCCCC2)Cc2ccccc21 | 0 | i | i | i | 2 | i | i | i | i | i | i
CCOc1ccccc1NC(=O)NCc1ccc(F)cc1 | -4 | i | i | i | 0 | i | i | i | i | i | i
Oc1ccc(C[C@@H]2CNCCN2CCc2cccc3ccccc23)cc1 | 3 | i | i | i | -5 | i | i | i | i | i | i
O=C(NNC(=S)NC(=O)c1ccccc1[N+](=O)[O-])c1ccccc1Cl | 1 | i | i | i | 11 | i | i | i | i | i | i
Cc1cc(Br)ccc1NC(=O)c1cnc(N2CCN(c3ccccn3)CC2)c2ccccc12 | ? | i | i | i | -9 | i | i | i | -5.7* | i | i
Cc1cccc(C(=O)NC2CC3CCCC(C2)N3C(=O)Nc2ccccc2)c1 (stereo not drawn) | -6 | i | i | i | 13 | i | i | i | i | i | i
Cc1ccccc1CNC(=O)COc1ccccc1 | -1 | i | i | i | -2 | i | i | i | i | i | i
O=C(Oc1ccccc1)c1ccc2nsnc2c1 | 15 | i | i | i | -3 | i | i | i | i | i | i
Cc1cc2c(cc1S(=O)(=O)N(C)c1ccccc1)n(C)c(=O)n2C | -5 | i | i | i | -5 | i | i | i | i | i | i
CC(/C=C1\SC(=O)N(CC(=O)Nc2ccc(O)cc2)C1=O)=C\c1ccccc1 | ? | i | i | i | -2 | i | i | i | i | i | i
CC(=O)N1CCC(c2c[nH]c3ccccc23)CC1 | -5 | i | i | i | 7 | i | i | i | i | i | i
CC(C)(C)/C(COc1ccccc1[N+](=O)[O-])=N/O | 3 | i | i | i | 2 | i | i | i | i | i | i
CC(=N\NC(=O)c1ccccc1)/C(=N/O)C(=O)Nc1ccccc1 | 10 | i | i | i | 3 | i | i | i | i | i | i
CCOc1ccccc1CN1CCCC(CNS(=O)(=O)c2ccc(OC)cc2)C1 (stereo not drawn) | -6 | i | i | i | -1 | i | i | i | i | i | i
Cc1ccc(S(=O)(=O)NN2Cc3ccccc3C2=N)cc1 | -4 | i | i | i | -7 | i | i | i | i | i | i
COc1ccc(/C=N/N=C2/CC(C)(C)Cc3n[nH]c(=O)cc32)cc1 | -1 | i | i | i | 1 | i | i | -9.1* | i | i | i
C[C@H](NC(=O)c1nc[nH]c1C(=O)NC1CCN(C(=O)OC(C)(C)C)CC1)C(=O)OCc1ccccc1 | -4 | i | i | i | 5 | i | i | i | i | i | i
CCOC(=O)N1CCc2c(sc(N)c2C#N)C1 | 10 | i | i | i | 4 | i | i | i | i | i | i
CCCCOc1cccc(C2/C(=C(/O)c3ccc4c(c3)CC(C)O4)C(=O)C(=O)N2CCN2CCOCC2)c1 (stereo not drawn) | 11 | i | i | i | -7 | i | i | i | i | i | i
CCOC(=O)C1=CN(CC2CCCO2)C=C(C(=O)OCC)C1c1ccccc1C(F)(F)F (stereo not drawn) | 20 | i | i | i | 6 | i | i | i | i | i | i
O=C(/C=C\Nc1ccccn1)c1ccc(Cl)cc1 | . | . | i | . | 3 | i | . | i | i | . | i

An excerpt from above, limited to MrgX1 ag, TMEM16A act and TMEM16A inh.
| smiles | MrgX1 ag | TMEM16A act | TMEM16A inh |
| --- | --- | --- | --- |
| CCOc1ccccc1CN1CCCC(CNS(=O)(=O)c2ccc(OC)cc2)C1 (stereo not drawn) | i | i | i |
| Cc1ccc(S(=O)(=O)NN2Cc3ccccc3C2=N)cc1 | i | i | i |

Other records follow.
SMILES | SKKanGAS inh | TRPC6 inh | MrgX1 allo act | TRPC6 activator | HDAC3 inh | TMEM16A inh | RGS4 inh | TMEM16A act | MrgX1 antag | RGS4 act | MrgX1 ag
CC(C)c1ccccc1NC(=O)COC(=O)COc1ccccc1[N+](=O)[O-] | -5 | i | i | i | 8 | i | i | i | i | i | i
Cc1ccc(S(=O)(=O)NC(=O)Nc2ccc(OC(F)F)cc2)cc1 | 14 | i | i | i | -1 | i | i | i | i | i | i
COC(=O)c1nnn(CC(=O)Nc2cccc(Cl)c2C)c1C(=O)OC | 13 | i | i | i | -2 | i | i | i | i | i | i
Cc1noc(C)c1COC(=O)CN(C)S(=O)(=O)c1ccc(Cl)cc1 | 6 | i | i | i | 1 | i | i | i | i | i | i
O=C(COC(=O)c1cccnc1Cl)NCc1ccco1 | -2 | i | i | i | . | i | i | i | i | i | i
O=C(Nc1ccc(Cl)c(Cl)c1)Nc1ccccc1C(=O)O | 20 | i | i | i | -38 | i | i | i | i | i | i
CCOc1ccc(OCC)c(NC(=O)CSc2nc3ccccc3c(=O)n2C)c1 | -13 | i | i | i | -1 | i | i | i | i | i | i
COc1ccc(OCc2nc(N)nc(Nc3ccccc3OC)n2)cc1 | -7 | i | i | i | 5 | i | i | i | i | i | i
N#CCC(=O)N/N=C/c1ccc(OC2CSC2)cc1 | -5 | i | i | i | 7 | i | i | i | i | i | i
